Assay outcomes from PubChem BioAssay.
ARFGAP1 inh – inhibitors of rat ARFGAP1 GAP activity, primary screen, biochemical, fluorescence polarization, GDP tracer; Arfgap1-stimulated ARF1 GTP hydrolysis, GDP FP detection; 0.26% of 360,000 active; inhibition, % at 16.5 µM; ADP-ribosylation factor GTPase-activating protein 1 (Rattus norvegicus), Q62848; AID 651572, 2012;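 active means inhibition above a per-plate limit, mean inhibition of low control wells plus 3 SD, cut at about 25% in these data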;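 further: 0% = DMSO wells with enzyme and 100% = wells lacking Arfgap1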
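Replicates: Single well per compound | Assay system: Truncated rat Arfgap1 GAP domain | Control set: No-Arfgap1 wells (100%) versus DMSO full-reaction wells (0%) | Times: Enzyme reaction 120 min at 25 °C after 20 min preincubation | Reagent: Human ARF1(Δ1-17)-GTP substrate | Measured by: Tracer-displacement fluorescence polarization with EDTA stop, 620/688 nm | Measure: Percent inhibition of Arfgap1-stimulated GTP hydrolysis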
ADAM10 inh – human ADAM10 inhibitors, primary screen, biochemical, QFRET, HTS. Disintegrin and metalloproteinase domain-containing protein 10 (Homo sapiens), O14672. recombinant ADAM10, EDANS/DABCYL FRET peptide cleavage, 3 h. inhibition, % at 7 µM. 0.62% of 370,000 active;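 active means inhibition above a per-campaign cutoff equal to the mean of compounds falling between control-based bounds plus 3 SD, cut at about 20% in these data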;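 further: 0% = DMSO wells while the 100% control is not disclosed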
SIAE primary – human SIAE inhibitors, primary screen, biochemical, fluorescence polarization, FP-Rh probe, 1536-well HTS; Sialate O-acetylesterase (Homo sapiens), Q9HAT2; SIAE FP-Rh probe binding; inhibition, % at 9.66 µM; 0.69% of 370,000 active; AID 1053197, 2014;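 active means inhibition above a cutoff: mean of compounds within the control limits plus 3 SD of those, cut at about 17% in these data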;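 further: 0% = plate median of compound wells and 100% = probe without SIAE protein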
Tn6 DDE FP – inhibitors of Tn6 peptide binding to fibrin DD(E), primary screen, biochemical, fluorescence polarization, human fibrin, Tn6 probe; 0.21% of 370,000 active; Fibrin DD(E) TRITC-Tn6 fluorescence polarization displacement; inhibition, % at 8.3 µM; Fibrinogen beta chain (Homo sapiens), P02675;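 active means inhibition above a per-campaign cutoff: mean of compounds within control limits plus 3 SD, cut at about 15% in these data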;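 further: 0% = median of all compound wells on the plate and 100% = blocking peptide control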
ASAP1 inh – inhibitors of human ASAP1 ArfGAP activity, primary screen, biochemical, fluorescence polarization | ASAP1-stimulated ARF1 GTP hydrolysis, GDP FP detection | inhibition, % at 16.5 µM | Arf-GAP with SH3 domain, ANK repeat and PH domain-containing protein 1 (Homo sapiens), … | 0.19% of 360,000 active; in the data active means inhibition above about 25%;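 further: 0% = vehicle with enzyme and substrate and 100% = no enzyme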
TDP2 absorb – human TDP2 enzyme inhibitors, primary screen, biochemical, epi absorbance, recombinant enzyme; Tyrosyl-DNA phosphodiesterase 2 (Homo sapiens), O95551; T5PNP hydrolysis, p-nitrophenol absorbance 415 nm; inhibition, % at 12.8 µM; 0.34% of 370,000 active; AID 720702, 2013;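 active means inhibition above the mean of all tested compounds plus 3 SD, set per campaign, cut at about 25% in these data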;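 further: 0% = DMSO with enzyme and 100% = buffer with substrate but no TDP2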
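System – recombinant human TDP2 · Quantity – TDP2 enzyme at 120 nM final · Doses – single concentration, 12.8 µM nominal, with 1% DMSO · Incubation – 2 h at 37 °C · Measured by – epi absorbance of p-nitrophenol freed from T5PNP by hydrolysis · Read-out – % inhibition relative to enzyme-containing and enzyme-free wells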
PLC-gamma1 inh – PLC-gamma1 enzyme inhibitors, primary screen, biochemical, fluorescence, purified enzyme. 1-phosphatidylinositol 4,5-bisphosphate phosphodiesterase gamma-1 (Homo sapiens), P19174. fluorogenic substrate. inhibition, % at 12.2 µM. 0.84% of 370,000 active. AID 720700, 2013; in the data active means inhibition above about 9.5%
Target sequence (P19174 whole entry, looked up): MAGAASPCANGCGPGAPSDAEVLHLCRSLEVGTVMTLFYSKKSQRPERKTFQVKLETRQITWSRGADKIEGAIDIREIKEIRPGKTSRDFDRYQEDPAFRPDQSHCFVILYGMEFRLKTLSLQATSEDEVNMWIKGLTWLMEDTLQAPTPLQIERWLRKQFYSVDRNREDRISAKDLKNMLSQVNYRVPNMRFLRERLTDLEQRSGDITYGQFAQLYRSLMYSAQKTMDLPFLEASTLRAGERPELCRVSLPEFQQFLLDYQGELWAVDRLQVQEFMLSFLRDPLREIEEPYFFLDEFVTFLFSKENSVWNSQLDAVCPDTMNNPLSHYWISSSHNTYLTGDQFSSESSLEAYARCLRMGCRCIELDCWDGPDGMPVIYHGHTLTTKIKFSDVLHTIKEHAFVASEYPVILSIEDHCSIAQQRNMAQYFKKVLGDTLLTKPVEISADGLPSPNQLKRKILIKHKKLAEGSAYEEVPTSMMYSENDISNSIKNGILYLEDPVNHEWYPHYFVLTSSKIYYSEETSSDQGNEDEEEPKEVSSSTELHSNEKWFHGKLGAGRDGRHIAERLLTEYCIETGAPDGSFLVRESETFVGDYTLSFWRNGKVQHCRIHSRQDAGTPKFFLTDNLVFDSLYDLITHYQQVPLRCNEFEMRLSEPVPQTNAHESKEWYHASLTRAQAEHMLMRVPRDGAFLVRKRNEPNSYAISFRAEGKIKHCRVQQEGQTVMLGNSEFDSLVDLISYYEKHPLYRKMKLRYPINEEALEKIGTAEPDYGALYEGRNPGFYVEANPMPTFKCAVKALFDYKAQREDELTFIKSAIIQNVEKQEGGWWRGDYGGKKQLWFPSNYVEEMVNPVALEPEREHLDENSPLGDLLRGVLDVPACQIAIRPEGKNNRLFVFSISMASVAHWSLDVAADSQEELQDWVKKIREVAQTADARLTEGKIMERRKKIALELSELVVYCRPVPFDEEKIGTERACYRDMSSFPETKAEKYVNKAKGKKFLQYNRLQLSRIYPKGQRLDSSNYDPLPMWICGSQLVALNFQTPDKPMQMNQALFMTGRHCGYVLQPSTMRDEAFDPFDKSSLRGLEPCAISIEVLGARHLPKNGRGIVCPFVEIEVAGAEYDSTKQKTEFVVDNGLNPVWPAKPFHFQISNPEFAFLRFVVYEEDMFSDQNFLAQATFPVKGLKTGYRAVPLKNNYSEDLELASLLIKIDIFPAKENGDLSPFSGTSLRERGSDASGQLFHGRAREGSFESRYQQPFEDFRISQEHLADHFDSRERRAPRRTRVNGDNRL
PLCb3 inh – human PLC-beta3 inhibitors, primary screen, biochemical, fluorescence | Purified PLC-beta3, fluorogenic substrate | inhibition, % at 12.2 µM | 0.18% of 370,000 active | AID 720704, 2013; in the data active means inhibition above about 11%;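 further: 0% = median of compound wells on plate and 100% = full blocker control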
ADAM17 inh – ADAM17 inhibitors, primary screen, biochemical, QFRET. recombinant ADAM17, EDANS/DABCYL FRET peptide cleavage. inhibition, % at 6.95 µM. 0.83% of 370,000 active. AID 720648, 2013;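 active means inhibition above the mean of compounds lying between control limits plus 3 SD, set per campaign, cut at about 8.5% in these data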;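 further: 0% = DMSO-only wells as the low control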
Tn7 DDE FP – inhibitors of Tn7 peptide binding to fibrin DD(E), primary screen, biochemical, fluorescence polarization, human fibrin, Tn7 probe | Fibrinogen beta chain (Homo sapiens), P02675 | FP displacement of FITC-Tn7 peptide from fibrin DD(E); 0% = median of compound wells per plate | inhibition, % at 8.3 µM | 0.13% of 370,000 active;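 active means inhibition above the mean of compounds falling within the control limits plus 3 SD of them, cut at about 14% in these data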;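 further: 0% = plate median of compound wells and 100% = 10 µM Aha-Tn7 peptide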
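system = human fibrin DD(E) protein | quantity = DD(E) 2 µM final | medium = Tris/NaCl/CaCl2 buffer, pH 7.8 | also added = labelled Tn7 tracer, 0.1 µM | compound dosing = single point at 8.3 µM | timing = compound with protein 10 min, then 3 h after probe, room temperature | signal = FP measurement | benchmarks = Aha-Tn7 high control | repeats = one replicate per compound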
* = called active by the depositor; i = inactive; & = joins results of further samples.

SMILES	ARFGAP1 inh	ADAM10 inh	SIAE primary	Tn6 DDE FP	ASAP1 inh	TDP2 absorb	PLC-gamma1 inh	PLCb3 inh	ADAM17 inh	Tn7 DDE FP
C[C@@H]1CN([C@H](C)CO)S(=O)(=O)c2ccc(-c3cccc(C(=O)N(C)C)c3)cc2O[C@H]1CN(C)C(=O)Nc1ccc(F)cc1	-3.2	-6.3	-0.1	1.7	-1.8	-2.1	3.8	4.7	-0.3	-7.0
COc1ccccc1C(=O)NCCC(=O)NCc1ccncc1	8.9	-4.6	6.3	-0.7	2.1	6.6	-55.6	-4.5	-1.5	3.1
COc1ccc(C(O)CNc2ccc(C)cc2)cc1 (stereo not given)	-0.4	-2.5	3.5	-2.4	2.4	-2.7	-1.3	0.1	-4.9	-0.3
C/C(=N\NC(=O)c1csc(C)c1C)c1ccc(Cl)s1	6.2	-4.5	12.0	1.6	-3.3	-4.8	-0.8	-0.7	-1.3	-4.0
Cc1ccccc1CN1CCN(CC(=O)NC(C)c2ccccc2)CC1 (stereo not given)	-0.7	1.6	4.2	-0.3	-2.7	-5.5	-1.9	-5.3	1.2	3.0
CCN1CCN(C(=O)CN(CC)S(=O)(=O)c2ccc(F)cc2)CC1	0.7	3.4	-1.8	-5.1	2.2	2.7	1.6	-0.1	0.5	-1.1
Oc1c(Br)cc(Br)cc1C=NCc1ccccc1	-1.5	-1.8	12.1	-1.2	-1.4	3.7	-17.2	-25.9	-4.5	2.6
COc1ccc(/C=N/NC(=O)C(=O)N2CCCCCC2)cc1O	0.3	-6.1	3.1	-0.8	-3.9	3.1	0.6	-2.5	-2.9	-2.6
CCCCNC(=O)c1cn(CC(C)C)c(=O)c2c1c1ccccc1n2C	7.2	-98.8	-5.4	-4.4	-7.9	17.3	-9.0	-10.9	-44.9	2.3
CCn1c(N)cc(=O)[nH]c1=S	-6.6	-4.3	-3.2	2.0	1.4	5.6	0.1	3.5	-5.0	2.7
Cc1csc(NC(=O)c2cncc(Br)c2)n1	0.4	1.1	-5.5	-9.6	-1.6	0.3	-1.8	-1.1	-0.6	4.0
Cc1cc(C(F)F)nn1CC(=O)NCc1ccco1	11.8	-5.1	-5.6	0.8	-2.1	-14.2	-1.4	-1.3	-1.3	2.1
COc1cc2c(C#N)c(N3CCN(c4ccccc4OC)CC3)nc(N)c2c(N)n1	7.0	-148.7	-3.6	-9.9	1.7	-5.4	i	i	-40.8	3.1
Cc1c(C)c2ccc(OCC(=O)N3CCC(C(=O)O)CC3)c(C)c2oc1=O	18.9	i	-4.9	6.7	-3.5	-6.2	-46.6	-56.2	-204.4	-3.8
COc1ccc(CCNS(=O)(=O)c2cc3c4c(c2)CCN4C(=O)CC3)cc1OC	0.9	-3.3	-1.6	-7.7	11.3	-5.7	1.6	-8.2	-3.8	6.5
COCc1ccc(C(=O)N2CCCC(C(=O)c3ccc(SC)cc3)C2)o1 (stereo not given)	6.4	-3.3	0.3	6.8	10.2	-7.3	-0.7	-9.1	-1.6	-0.9
OCCn1c(Cl)nc2ccccc21	1.1	0.3	-5.3	-2.5	5.9	-6.3	2.1	5.1	0.6	-0.4
CCNC(=O)C1(C)CCCN(C(=O)c2oc3ccccc3c2C)C1 (stereo not given)	0.4	9.2	1.0	2.9	-6.5	-1.8	6.2	8.0	0.1	3.5
CCOCCn1c(CN2CCN(c3ccccc3)CC2)nc2c1c(=O)n(C)c(=O)n2C	-5.5	-1.9	-0.8	5.0	0.4	-2.5	-3.5	-4.2	-3.6	1.4
COc1ccccc1S(=O)(=O)Cc1ccc(C(=O)NC(C)c2ccc3c(c2)OCCO3)o1 (stereo not given)	8.6	-5.2	-3.6	-7.6	7.9	-8.7	0.6	-3.0	0.1	-13.9
O=C(O)c1cccc2c1C(=O)c1cc([N+](=O)[O-])ccc1-2	-7.7	-14.4	1.6	1.7	-8.0	-1.5	-58.2	-74.5	-2.1	-1.1
O=C(NCC(=O)N(CC1CCCO1)C(C(=O)NC1CCCCC1)c1cccnc1)c1cccs1 (stereo not given)	-0.8	-5.1	-2.5	1.5	-5.5	-12.1	-1.2	3.5	-0.6	-4.5
CN(C)C(=O)c1ccc(-n2nc(C(F)(F)F)c3c2CCCC3)cc1	4.0	-1.6	-0.3	-2.0	7.1	-3.7	8.3	-2.3	1.7	0.0
Cc1ccc(-c2nc3c(c(=O)[nH]c(=O)n3CC(C)C)n2CC(C)C)cc1[N+](=O)[O-]	2.4	-1.5	4.5	10.3	9.8	9.1	-0.3	-2.7	-1.7	5.0
COc1ccc(CCN=C(N)NS(=O)(=O)c2ccccc2)cc1OC	1.2	-2.7	1.4	0.2	6.3	4.8	2.4	-0.8	-4.1	-3.1

Brought forward from above: 2 entries, followed by the next part.
SMILES	ARFGAP1 inh	ADAM10 inh	SIAE primary	Tn6 DDE FP	ASAP1 inh	TDP2 absorb	PLC-gamma1 inh	PLCb3 inh	ADAM17 inh	Tn7 DDE FP
Cc1ccc(-c2nc3c(c(=O)[nH]c(=O)n3CC(C)C)n2CC(C)C)cc1[N+](=O)[O-]	2.4	-1.5	4.5	10.3	9.8	9.1	-0.3	-2.7	-1.7	5.0
COc1ccc(CCN=C(N)NS(=O)(=O)c2ccccc2)cc1OC	1.2	-2.7	1.4	0.2	6.3	4.8	2.4	-0.8	-4.1	-3.1
COC(=O)c1c(C(=O)OC)c(-c2ccc(C)cc2)n2c1CS(=O)(=O)C2	-4.1	2.8	0.1	4.8	4.8	-7.2	3.4	7.7	2.3	-2.7
CCCOC(=O)c1ccc(NC(=O)CC(C)(C)C)cc1	3.8	1.4	-4.5	3.1	-0.3	1.2	2.4	3.2	-0.5	0.3
Cc1cc(C(=O)COC(=O)C2=NNC(=O)CC2)c(C)n1CCc1ccccc1	-0.4	-1.7	6.4	-4.9	-3.6	0.2	3.0	-4.1	1.9	-0.7
CCN(CC(=O)Nc1c(F)cccc1F)C(=O)CSCc1ccc(C)cc1	5.5	1.6	-2.0	-1.1	8.1	1.6	5.5	-1.1	-0.8	0.3
CC1CC(C)(C)NC(=S)N1CCC(=O)N1CCc2ccccc2C1 (stereo not given)	11.0	-4.8	-11.2	-1.5	-4.4	7.2	-1.1	-2.7	-3.4	-2.2
Cc1ncoc1C(=O)N1CCCC(C(=O)c2cccc(OC(C)C)c2)C1 (stereo not given)	-6.4	-4.1	-4.9	0.3	4.9	-3.4	5.5	4.3	-0.8	-7.8
CCCCc1cc(=O)oc2cc(OCC(=O)NCCN3CCOCC3)c(Cl)cc12	-2.2	-69.6	3.1	-10.5	-14.1	3.9	-5.6	-16.1	-23.7	-2.9
O=C(NCC1OCCc2ccccc21)c1cc(COc2c(F)cccc2F)on1 (stereo not given)	6.4	-33.9	-1.3	1.6	13.2	5.4	-27.5	-24.3	-13.7	2.3
CCOc1cc(C(=S)N2CCOCC2)ccc1OC(=O)c1ccccc1	-6.7	-2.2	-3.4	2.8	-12.3	-4.8	0.8	-4.4	2.4	1.5
CCC(=O)c1ccc(OCC(O)CN2CCN(C(c3ccccc3)c3ccccc3)CC2)cc1 (stereo not given)	10.3	3.9	3.5	3.5	21.2	-4.3	-15.5	4.0	-2.2	0.1
CCC(c1nnnn1CCC(C)C)N1CCC(C(N)=O)CC1 (stereo not given)	12.0	-4.0	1.6	2.0	0.2	-5.1	-1.2	-1.5	-3.9	0.1
COC(=O)COc1ccc2oc(=O)cc(-c3cc4cccc(OC)c4o3)c2c1	-3.0	-8.0	0.4	-4.9	12.1	-11.0	-5.8	-10.0	-6.6	2.1
COc1cc(NS(=O)(=O)c2ccc3c(c2)n(C)c(=O)n3C)cc(OC)c1	-9.2	-8.7	-2.8	13.3	5.6	7.6	1.2	-0.4	-1.5	6.3
CCCCCCCCNC(C)C(O)c1ccc(SC(C)C)cc1 (stereo not given)	1.1	0.2	-2.8	2.2	-12.3	-6.3	6.0	5.9	-3.6	6.7
CCn1c2ccccc2c2cc(NC(=O)CSc3nnc(-c4cccc(F)c4)o3)ccc21	-9.4	10.9	-5.6	5.7	3.6	-18.6	12.6*	7.5	8.1	4.1
CCn1c(=N)n(CC(=O)c2ccc(Cl)c(Cl)c2)c2ccccc21	7.1	-12.7	4.2	-3.9	-6.5	-6.6	-16.6	-26.9	-0.1	-4.3
CN(C)CCCNCCCNC(=O)c1ccco1	10.1&-1.2	-5.9&2.4	3.5&4.4	-0.1&7.5	-16.1&-6.2	4.1&-5.6	2.3&4.7	2.5&2.5	-1.9&2.7	3.3&1.5
COc1ccc(N2CCN(C(=O)C(=O)c3cn(CC(=O)N4CCCC4)c4ccccc34)CC2)cc1	-11.4	-9.8	2.5	2.3	-1.7	-10.1	0.1	-4.7	-0.8	-1.7
CCOc1ccc(S(=O)(=O)NCc2ccccn2)c(C)c1C	3.2	11.1	-1.4	-0.2	-0.7	-6.9	2.3	-1.3	-3.0	-7.6
CC1CN(C(=O)C2CC(=O)N(c3ccc(Cl)cc3)C2)CC(C)O1 (stereo not given)	-16.6	-6.6	-3.2	3.2	-6.0	-1.0	0.6	1.6	0.7	4.5
CCC1=Nc2cc(C(=O)NCC3CCCO3)ccc2Sc2ccc(Br)cc21 (stereo not given)	11.1	17.9	-1.9	-0.4	9.4	-19.6	7.4	0.6	4.0	4.3
COc1ccc2c(/C=N/NS(=O)(=O)c3ccc(C)cc3)c[nH]c2c1	9.1	0.3	12.4	4.5	2.8	2.8	-6.9	-17.1	-2.5	8.2
